Screening results (PubChem BioAssay)
Rv3671c inh: Rv3671c (M. tuberculosis) protease inhibition; inhibition, % at 5.96 µM; 320,000 tested, 0.048% active; in the data active = inhibition above about 38%;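 also: extracellular domain of Rv3671c used as enzyme; 0% = enzyme with DMSO and 100% = no enzyme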
BH1578 lux ind: inducers of Vibrio cholerae quorum light production without autoinducers; V. cholerae BH1578 lux reporter, luminescence, 6 h; 350,000 tested, 0.16% active; activation, % at 18.7 µM; in the data active = activation mostly above about 9.7%, no sharp cut-off; inconclusive = no clear call, values can overlap the other calls; inactive = mostly below about 3.7%; also: not every result past the cut was called active; inactives centre near 0; reference of the scale not given here
DUSP3 inh: DUSP3 (human) phosphatase inhibition. P51452. recombinant VHR phosphatase, pNPP absorbance. inhibition, % at 13.3 µM. 290,000 tested, 0.52% active; in the data active = inhibition above about 50%; also: some compounds called inactive have numbers as strong as hits
Target sequence (P51452 whole entry, looked up): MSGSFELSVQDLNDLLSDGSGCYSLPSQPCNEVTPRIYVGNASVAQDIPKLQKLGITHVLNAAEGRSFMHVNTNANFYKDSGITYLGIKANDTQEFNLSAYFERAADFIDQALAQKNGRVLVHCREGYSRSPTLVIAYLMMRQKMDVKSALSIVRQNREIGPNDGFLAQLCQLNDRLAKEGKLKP
PfHsp40 yeast: restores yeast growth despite PfHsp40 toxicity; 340,000 tested, 0.68% active; AID 504582; growth rescue, % at 12.5 µM; S. cerevisiae expressing PfHsp40, growth rescue, ATP luminescence; in the data active = growth rescue above about 28%, passing the limit was not always enough; inconclusive = no clear call, values can overlap the other calls;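 also: yeast W303a lacking pdr1 and pdr3 grown in galactose medium; growth measured after three days at 30 °C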
SSB-PriA inh: inhibitors of Klebsiella pneumoniae PriA binding to SSB C-terminal tail. AlphaScreen SSBct-PriA binding, biotinylated peptide. inhibition, % at 33 µM. 430,000 tested, 0.6% active; in the data active = inhibition mostly above about 37%, no sharp cut-off; inactive = mostly below about 20%;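 also: plate controls were negative control peptide for no effect and reference peptide for full effect; strong numbers were not always called active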
Y pestis TopoI: blocks Yersinia pestis topoisomerase I activity; activity, % at 10 µM; 360,000 tested, 0.064% active; AID 504884; Y. pestis Topo-I cleavage product accumulation, plate reader; in the data active = activity above about 50%, passing the limit was not always enough; inconclusive = no clear call, values can overlap the other calls; also: inactives centre near 2
TcdB GH inh: inhibitors of Clostridioides difficile toxin B glycohydrolase; P18177; TcdB glycohydrolase enzymatic assay, plate reader; inhibition, % at 9.99 µM; 350,000 tested, 0.24% active; AID 652162; in the data active = inhibition above about 10%
Anthrax LF prot: anthrax lethal factor protease inhibition; inhibition, % at 10 µM; multiplex microsphere protease cleavage assay, LF; 360,000 tested, 0.12% active; P15917; AID 588501; in the data active = inhibition above about 30%; inconclusive = no clear call, values can overlap the other calls; also: plate controls were buffer without enzyme for full effect and enzyme alone for no effect
Target sequence (P15917 whole entry, looked up): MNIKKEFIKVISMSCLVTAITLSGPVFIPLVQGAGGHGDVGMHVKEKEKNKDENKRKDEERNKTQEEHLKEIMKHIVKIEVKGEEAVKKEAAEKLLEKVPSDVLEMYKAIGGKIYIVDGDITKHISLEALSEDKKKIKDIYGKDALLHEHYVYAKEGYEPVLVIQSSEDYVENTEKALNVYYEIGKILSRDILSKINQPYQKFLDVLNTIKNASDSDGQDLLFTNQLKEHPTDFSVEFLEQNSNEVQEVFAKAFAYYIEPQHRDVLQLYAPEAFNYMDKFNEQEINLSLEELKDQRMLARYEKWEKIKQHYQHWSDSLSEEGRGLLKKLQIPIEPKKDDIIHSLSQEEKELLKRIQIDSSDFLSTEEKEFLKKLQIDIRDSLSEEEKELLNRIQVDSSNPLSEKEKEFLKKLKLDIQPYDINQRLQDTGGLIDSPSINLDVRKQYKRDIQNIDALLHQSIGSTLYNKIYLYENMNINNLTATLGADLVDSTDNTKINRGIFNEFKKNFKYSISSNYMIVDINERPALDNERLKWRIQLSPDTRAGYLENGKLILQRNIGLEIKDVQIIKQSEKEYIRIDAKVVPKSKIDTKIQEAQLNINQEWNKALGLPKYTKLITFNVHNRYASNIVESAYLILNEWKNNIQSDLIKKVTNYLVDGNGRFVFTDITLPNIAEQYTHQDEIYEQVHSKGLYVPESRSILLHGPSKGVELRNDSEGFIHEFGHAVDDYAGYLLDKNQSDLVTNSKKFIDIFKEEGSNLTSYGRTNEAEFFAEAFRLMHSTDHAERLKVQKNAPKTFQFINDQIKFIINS
MazF activator: activators of E. coli MazEF toxin-antitoxin RNase; 350,000 tested, 0.32% active; FAM/BHQ RNA-DNA oligo cleavage fluorescence, 5 h; activation, % at 20 µM; P0AE70; AID 504720; in the data active = activation above about 50%
3CLpro inhibitor: SARS-CoV 3CLpro protease inhibition; P0C6X7; recombinant SARS-CoV 3CLpro, quenched FRET peptide cleavage; inhibition, % at 6 µM; 290,000 tested, 0.14% active; in the data active = inhibition above about 12%
* hit, by the source's call; i = inactive; ? = inconclusive; . = no result given; & = joins results of further samples. An excerpt (hit frequency here may not be typical).

SMILES	Rv3671c inh	BH1578 lux ind	DUSP3 inh	PfHsp40 yeast	SSB-PriA inh	Y pestis TopoI	TcdB GH inh	Anthrax LF prot	MazF activator	3CLpro inhibitor
c1coc(-c2cc3nc(NC4CCCCC4)ccn3n2)c1	.	0.5	.	.	.	2	0.8	-3	.	.
Cc1ccc(Cn2c(CN(C)Cc3ccccc3)nc3c2c(=O)n(C)c(=O)n3C)cc1	-12	-0.7	4	0.6	-4	7	.	-4	-8	6
Cc1ccc(Oc2c(C)nc(-c3ccccc3)[nH]c2=O)cc1	8	-0.6	-13	-0.1	-2	-3	0.9	-2	4	-1
COc1ccc(C2CC2/C(=N/O)c2ccccn2)cc1 (stereo unspecified)	-1	i	17	2.6	.	-10	1.0	1	2	2
Cc1ccc(-c2c[n+](CC(=O)OCc3ccccc3)c3n2CCC3)cc1	-11	i	-2	0.4	-14	3	-0.8	0	9	5
CC(C)(C)NS(=O)(=O)c1ccc(NC(=O)Cc2ccccc2[N+](=O)[O-])cc1	1	-0.5	17	-0.3	0	0	1.7	3	3	4
Cc1ccc(S(=O)(=O)N/N=C\c2cc3c(cc2Br)OCO3)cc1	-7	i	-8	1.0	.	-9	.	-1	0	5
Cc1sc2ncnc(N3CCC(C(=O)NNC(=O)COc4ccccc4Cl)CC3)c2c1C	0	-5.3	.	-1.3	-4	13	-3.4	2	5	.
COc1ccc(C(=O)COC(=O)c2cccs2)cc1	-3	0.5	.	0.6	-15&-11	7	2.1	.	1	.
C[C@H]1CN([C@@H](C)CO)C(=O)CCCn2nncc2CO[C@H]1CN(C)C(=O)c1ccncc1	.	-2.4	.	.	.	4	1.9&-7.9&0.1	-2	5	.
CCc1ccc(NC(=O)CCN2C(=O)c3cccnc3C2=O)cc1	-6	i	10	-1.0	-7	3	.	1	10	-3
O=C(CNS(=O)(=O)c1ccc(Br)cc1)NC1CCCC1	-2	i	19	-1.9	-17	1	-0.8	-4	-5	5
CCS(=O)(=O)N1Cc2ccccc2CC1C(=O)N(C)CC(=O)Nc1ccc(F)c(F)c1F (stereo unspecified)	10	i	.	6.5	-2	13	3.9	-4	6	.
CCOc1ccc2[nH]c(=O)c(CN(CCc3ccccc3)C(=O)N3CCOCC3)cc2c1	5	-0.5	28	0.8	1	25	2.9	1	3	5
O=[N+]([O-])c1ccc(Sc2cccc3cccnc23)cc1	-5	i	33	2.8	10	3	0.1	-2	-11	3
Cc1c(C(=O)NCCN2CCOCC2)oc2ccccc12	-3	-3.2	-2	-0.9	0	6	.	-2	-1	-1
O=C(/C=C/c1ccccc1Cl)N(c1ccccn1)C1CCCCC1	-1	i	18	0.1	-10	-2	.	0	2	3
COc1ccc(S(=O)(=O)N2CCN=C2SCc2cccc(F)c2)cc1	-1	i	0	0.2	-19	12	1.5	2	-1	2
Nn1c(Cc2ccccc2)nc2cc(Cl)ccc2c1=O	-24	i	-2	0.3	-14	2	0.8	-13	8	3
Cc1ccc(N(CC(=O)NCc2ccc(F)cc2)C(=O)c2snc(C(N)=O)c2N)cc1C	-12	-0.5	7	-0.2	-7	22	1.0	7	18	4
O=[N+]([O-])c1ccc(NCc2ccccc2N2CCC(CO)CC2)nc1	-3	-0.6	14	-1.2	2	3	0.5	13	3	-4
COc1ccc(S(=O)(=O)N(C)c2ccc(C(=O)Nc3ccccc3C(=O)N3CCOCC3)cc2)cc1	-7	i	34	-2.2	-16	20	-1.1	0	-4	-1
O=C(COC(=O)Cc1c(Cl)cccc1Cl)Nc1ccc2[nH]c(=O)[nH]c2c1	8	0.0	.	-0.3	13	7	2.9	.	-16	.
CCOC(=O)c1oc2ccc(S(=O)(=O)n3nc(-c4ccc(Cl)cc4)cc3N)cc2c1C	-9	.	29	-0.1	-5	-8	-4.1	-10	-8	-2
COc1ccc(OC)c(S(=O)(=O)Nc2c(NC3CCCCC3)c3ccccc3oc2=O)c1	-2	-0.3	27	1.4	2	11	.	-1	8	-3
CCC(Sc1nc2cc3c(cc2c(=O)n1Cc1ccco1)OCO3)C(=O)NCCOC (stereo unspecified)	0	-0.6	-1	0.1	-5	-5	.	-8	1	5
O=C(O)c1cc(N/C(=N\S(=O)(=O)c2ccc(F)cc2)c2ccccc2)ccc1O	.	-12	.	-1.2	.	-4	-1.2	1	6	.
S=C(NCCN1CCOCC1)N1CCN(c2cccc(Cl)c2)CC1	3	-0.4	-7	0.4	7	4	-0.1	-1	-23	-2
CCc1[nH]nc2c1C(c1cccc(OC(=O)N3CCOCC3)c1)C(C#N)=C(N)O2 (stereo unspecified)	-3	i	6	1.6	-12	0	1.1	1	-6	0
O=C(COC(=O)c1ccc([N+](=O)[O-])cc1)Nc1cccnc1Cl	-7	i	22	-0.3	6	12	-0.1	-3	5	8
COc1ccccc1N1CCN(Cc2cccc(Br)c2)CC1	-4	-2.0	-10	-0.7	-3	23	0.6	-13	11	-4
C#CCN(C[C@@H]1[C@@H](OC(=O)NC2CC2)[C@@H](OC(=O)NC2CC2)CN(C(=O)OC(C)C)N1C(=O)OC(C)C)S(=O)(=O)c1ccc(C)cc1	.	-0.6	.	.	.	9	1.0	0	12	.
O=C(NC(=S)NCC1CCCO1)c1cccc([N+](=O)[O-])c1 (stereo unspecified)	0	-0.1	-13	-0.5	8	-6	.	-1	2	1
CN(CC(=O)Nc1ccc(N2CCOCC2)cc1)C(=O)c1cc(S(=O)(=O)N(C)C)ccc1Cl	-2	0.6	-4	0.5	7	-4	3.2	3	-7	-2
COc1ccc(NC(=O)C2CC(=O)N(C)C(=Nc3ccc4c(c3)OCO4)S2)cc1 (stereo unspecified)	-9	i	.	1.5	-8	12	0.9	-3	6	-2
COc1ccccc1NC(=O)CSc1nc2sc(C)c(C)c2c(=O)n1Cc1ccco1	-6	i	-3	1.7	8	17	.	-3	-10	-2
C[N+](C)(CC#Cc1ccccc1)CC(=O)c1ccccc1	-2	0.9	-2	3.5	-20	5	.	0	4	-1
COc1ccccc1N1CCN(C(=O)CCC(=O)N2CCN(c3ccccc3OC)CC2)CC1	3	-0.3	1	-1.6	7	34	0.0	10	-1	4
Cc1ccc(N(C(=O)c2ccc(Br)o2)C2C=CS(=O)(=O)C2)cc1 (stereo unspecified)	-7	-0.5	34	-0.9	-11	2	0.6	-3	16	1
CC(C)NC(=O)C1(C)CCCCN1Cc1ccc(OCc2ccccc2)cc1 (stereo unspecified)	.	i	.	.	.	28	0.4	-12	.	.
CC1CCC(NC(=O)c2ccc(NC(=O)CC3SC(N4CCCC4)=NC3=O)cc2)CC1 (stereo unspecified)	4	i	.	1.3	-14	5	-0.1	-1	2	.
COc1cc(C2c3[nH]c4ccccc4c3C[C@@H]3C(=O)N(Cc4ccco4)CC(=O)N23)cc(OC)c1OC (stereo partly specified)	1	-1.1	.	-0.6	8	23	1.7	2	10	2
Clc1cccc(Cl)c1/C=C/c1ccn[nH]1	-4	i	-2	6.9	-6	-1	0.3	4	0	-1
Cc1ccc(/C=N/NC(=O)CSc2nnc(-c3ccc(Cl)cc3)n2-c2ccccc2)o1	-4	-0.4	1	0.0	.	16	.	-2	0	4
CCOC(=O)Oc1ccc2c(c1)C(C)=CC(C)(C)N2C(=O)OCC	-4	3.7	-9	0.3	-63	16	.	-6	-7	3
O=S(=O)(NC1c2cccc3cccc(c23)C1N1CCNCC1)c1ccccc1 (stereo unspecified)	1	i	6	2.2	20	3	.	1	2	-2
COC(=O)c1cc(OC)nc2ccc(Br)cc12	-4	-0.6	-9	-1.2	-28	3	-0.2	-9	-7	0
CCNC(=O)C1(C)CCN(Cc2cccc(Oc3ccccc3)c2)C1 (stereo unspecified)	.	-0.8	.	.	.	5	0.7	11	.	.
CCOC(=O)C(=CNc1ccccc1Cl)C(=O)OCC	.	i	23	-1.8	13	15	-0.7	5	15	5
NC(=O)c1ccc(Oc2ccc(Cl)cc2)c([N+](=O)[O-])c1	4	i	37	-0.2	-2	-1	0.8	-2	7	-2
Cc1ccccc1CN(C)c1ccc(S(=O)(=O)N2CCN(C)CC2)cn1	5	-0.6	.	-0.5	-2	3	0.7	-10	-5	.
COc1ccc(CN2CCN(S(=O)(=O)c3ccc(C)cc3)CC2)cc1OC	3	-0.6	.	-1.9	4	-6	0.9	-13	6	.
O=C(NC1CCCCC1)NS(=O)(=O)c1ccc2c(c1)CCC2	.	1.1	.	1.3	-4	2	1.9	1	3	.
CC1CCN(CCNC(=O)CN(C)S(=O)(=O)c2cccc3nsnc23)CC1	1	3.7	11	0.3	-7	2	.	-2	6	2
Cc1ccsc1C(=O)NNC(=O)CCN1CCN(c2ccccc2)CC1	0	i	.	-0.2	12	-4	2.4	-2	5	.
Cc1c(Cl)cccc1NC(=O)c1cccnc1	4	i	-35	0.7	-5	2	-0.3	-5	13	-3
CC1CCCN(c2nc3nonc3nc2Nc2ccccc2F)C1 (stereo unspecified)	-3	-0.2	34	-0.8	-2	-3	0.6	-5	7	1
CC(C)Oc1ccc(C(=O)Nc2ccc(NC(=O)c3ccco3)c(Cl)c2)cc1	-14	i	27	0.2	2	-7	.	-7	7	-3
CCCn1c(SCC(=O)OCc2ccccc2)nc2c1c(=O)n(C)c(=O)n2C	-1	-0.5	-8	1.4	-6	10	.	?	2	3
Clc1ccc(CNc2ncnc3[nH]ncc23)cc1Cl	.	.	.	-0.3	-4	-16	-0.3	0	10	.

Exported in markdown: entries from further up
| smiles | Rv3671c inh | BH1578 lux ind | DUSP3 inh | PfHsp40 yeast | SSB-PriA inh | Y pestis TopoI | TcdB GH inh | Anthrax LF prot | MazF activator | 3CLpro inhibitor |
| --- | --- | --- | --- | --- | --- | --- | --- | --- | --- | --- |
| CCNC(=O)C1(C)CCN(Cc2cccc(Oc3ccccc3)c2)C1 (stereo unspecified) | . | -0.8 | . | . | . | 5 | 0.7 | 11 | . | . |
| CC1CCCN(c2nc3nonc3nc2Nc2ccccc2F)C1 (stereo unspecified) | -3 | -0.2 | 34 | -0.8 | -2 | -3 | 0.6 | -5 | 7 | 1 |

Additional structures follow.
SMILES	Rv3671c inh	BH1578 lux ind	DUSP3 inh	PfHsp40 yeast	SSB-PriA inh	Y pestis TopoI	TcdB GH inh	Anthrax LF prot	MazF activator	3CLpro inhibitor
N#Cc1ccc[n+](CC(=O)c2ccc(NC(=O)c3ccccc3)cc2)c1	-20	-0.6	16	0.6	-1	-4	0.0	-6	-2	1
CCc1cccc(NS(=O)(=O)c2c(C)nc3sc(CC)nn3c2=O)c1	5	-0.2	10	0.6	-1	5	0.0	1	5	0
CCOC(=O)C1CCN(c2nc(N)c3c(N)nc(SCC(=O)O)cc3c2C#N)CC1	.	-0.5	-8	0.1	3	5	-2.3	-4	16	-1
O=C(Cn1nnc2c(cnn2-c2ccc(F)cc2)c1=O)c1ccccc1F	5	-6.2	-4	-1.7	-6	-3	.	-1	-27	3
COc1ccc(S(=O)(=O)N2CCOCC2)cc1NC(=O)c1cccs1	4	i	.	-0.1	-15	-1	-0.2	-12	-1	.
CC(=O)C1=C(C)NC2=C(C(=O)CC(C)(C)C2)C1C (stereo unspecified)	0	i	5	-0.5	1	4	1.2	-2	4	1
COc1cc(OC)c(C2SCCS2)c(OC)c1	-8	i	12	-0.2	-4	1	.	-2	1	1
Clc1ccc(N2CCN(c3cnc4ccccc4n3)CC2)cc1	4	.	7	-2.8	-15	-3	.	-5	-3	5
CCCOC(=S)Nc1ccccc1	-3	i	-8	-1.5	-13	3	.	7	-5	-4
CCOC(=O)c1cnc2c(OC)cccc2c1NCc1cccnc1	-5	-0.7	49	0.5	-10	-14	1.1	-1	-6	-12
Cc1ccc(C2(C)NC(=O)N(CC(=O)N(C)CC(=O)Nc3cccc(F)c3)C2=O)cc1 (stereo unspecified)	-2	i	.	-0.8	-3	-1	-0.5	6	-3	.
